KLF5 inhibitor: suppresses KLF5 promoter-driven expression. DLD-1 KLF5 promoter-luciferase reporter, luminescence. inhibition, % at 5 µM. hit rate 0.23% among 290,000. AID 1700;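 active = inhibition above a per-plate limit of that plate's mean compound inhibition plus 3 SD, cut at about 60% in these data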;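 also: 0% = DMSO wells and 100% = LY294002 at 200 µM; higher means less KLF5 promoter-driven luciferase light; inactives centre near -14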
AI-2 QS modul: Vibrio harveyi AI-2 quorum sensing modulation; activity change, % at 7.5 µM; hit rate 0.4% among 300,000; Vibrio harveyi JMH597 AI-2 luminescence/OD600 ratio, 9 h; hits give low values; strain lacks LuxN and CqsS sensors; 0 = neutral-control median; in the data active = activity change below about -75%, passing the limit was not always enough; inconclusive = no clear call, values can overlap the other calls;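 also: luminescence divided by OD600 gain over 9 h not by final OD600 alone; inactives centre near 13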
aSyn UTR inh: 5' untranslated region of α-synuclein, MLPCN primary screen; alpha-synuclein 5'UTR reporter, inhibitor activity; inhibition, % (tested at 7.5 µM); AID 1813; hit rate 0.82% among 300,000; in the data active = inhibition above about 60%; inconclusive = no clear call, values can overlap the other calls;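 also: H4 neuroglioblastoma cells stably carrying SNCA 5'UTR luciferase fusion; 0% = DMSO wells and 100% = positive control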
IEC-6 tox: counter-screen for KLF5 inhibitors: cytotoxicity in IEC-6 cells. hit rate 0.78% among 290,000. inhibition, % at 5 µM. IEC-6 cytotoxicity, luminescence viability; in the data active = inhibition above about 22%;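 also: 0% = plate median of test compound wells and 100% = cytotoxic reference compound wells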
HSF1 inhib: HSF1 inhibition; activity change, negative = inhibition, % at 7.5 µM (by protocol); hit rate 0.77% among 300,000; AID 2098; NIH3T3-HGL HSE-luciferase, MG132-induced, luminescence 8 h; hits give low values;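 active = more than half of replicate wells show activity change below -50%, luminescence cut by over half; inconclusive = some wells, but at most half, below -50%; inactive = no replicate well below -50%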;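 also: luciferase reports HSF-1 transcriptional activity via heat shock element; 0% = median of DMSO wells and -100% = zero luminescence signal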
HIF activator: HIF pathway transcriptional activation; U2OS HRE-luciferase reporter, luminescence; normalized: DMSO 0%, desferrioxamine 100%; activation, % at 7.5 µM (by protocol); hit rate 0.32% among 300,000; AID 1910;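 active = mean activation of at least 10% of the iron chelator positive control signal, with at least half of replicates also reaching 10%; inconclusive = mean and replicate majority disagree about reaching 10%; inactive = mean and most replicates under 10%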
HDAC3 inh: inhibitors of human histone deacetylase 3. AID 2718. inhibition, % at 8.3 µM. hit rate 0.15% among 320,000. recombinant HDAC3, fluorogenic peptide/trypsin coupled, fluorescence. O15379; in the data active = inhibition above about 26%, passing the limit was not always enough; inconclusive = no clear call, values can overlap the other calls
Target sequence (O15379 whole entry, looked up): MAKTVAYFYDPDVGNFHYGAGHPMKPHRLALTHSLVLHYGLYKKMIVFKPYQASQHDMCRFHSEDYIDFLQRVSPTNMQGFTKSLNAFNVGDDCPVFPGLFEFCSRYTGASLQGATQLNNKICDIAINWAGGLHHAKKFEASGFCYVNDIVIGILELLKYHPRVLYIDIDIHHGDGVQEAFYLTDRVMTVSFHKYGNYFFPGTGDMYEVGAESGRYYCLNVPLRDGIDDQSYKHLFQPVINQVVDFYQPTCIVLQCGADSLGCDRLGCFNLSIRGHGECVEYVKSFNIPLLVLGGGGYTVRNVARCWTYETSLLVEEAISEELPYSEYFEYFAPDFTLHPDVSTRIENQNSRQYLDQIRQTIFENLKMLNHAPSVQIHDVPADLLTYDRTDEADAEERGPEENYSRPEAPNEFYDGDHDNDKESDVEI
Platelet DG rel: modulates dense granule release in human platelets. inhibition, %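 (compounds screened at 7.5 µM in platelet-rich plasma)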. human platelet-rich plasma, SFLLRN dense granule ATP release, luminescence. hit rate 0.22% among 300,000;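 active = mean replicate score, as percent of positive control, at or above 50; inconclusive = mean below 50 but at least one replicate at or above 50; inactive = mean and every replicate below 50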
HSF1 activator: increases HSF-1 driven luciferase reporter signal; AID 504408; NIH3T3-HGL HSF-1 luciferase reporter, MG132, 8 h; 100% = twice DMSO control signal; hit rate 1.7% among 300,000; activation, % at 9 µM;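 active = mean replicate activation of at least 50% with a set share of replicates each reaching 50%; inconclusive = only one of those two conditions met; inactive = mean below 50% and too few replicates reaching it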;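 also: 0% = median of the neutral control wells and 100% = twice that signal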
HSP90 refold inh: inhibitors of HSP90 luciferase refolding in rabbit reticulocyte lysate; luciferase refolding luminescence, 3 h; inhibition, % at 5.6 µM; hit rate 0.91% among 290,000;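 active = inhibition above the screen-wide mean plus 3 SD, computed separately per campaign, cut at about 16% in these data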;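 also: 0% = DMSO wells and 100% = 60 µM geldanamycin wells; inhibitors lower the luminescence because luciferase stays unfolded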
The depositor's hits bear a star; ? = inconclusive; / = not tested or not shown.

Molecule	HIF activator	KLF5 inhibitor	HDAC3 inh	Platelet DG rel	HSP90 refold inh	AI-2 QS modul	aSyn UTR inh	HSF1 inhib	IEC-6 tox	HSF1 activator
CCOC(=O)c1c(-c2ccc(F)cc2)csc1NC(=O)C1CCCO1 (stereo not drawn)	0.3	2	-1	-5	-2	45	-16	-7	0	10
Cc1nc2scc(C)n2c(=O)c1S(=O)(=O)N1CCN(c2ccccc2F)CC1	0.6	-11	-2	-5	-1	28	3	-2	-2	-4
CCOC(=O)c1c(NC(=O)c2noc(C)c2[N+](=O)[O-])sc(C(C)=O)c1C	-0.1	-5	8	2	0	21	14	-3	9	-15
CCn1c(COc2ccc(C)cc2)nnc1SCC(=O)NCc1ccco1	-0.1	-29	10	-3	-1	47	-24	9	-8	0
Cc1ccc(C(c2nnnn2C2CCCC2)N2CCN(c3nc4ccccc4s3)CC2)cc1 (stereo not drawn)	-1.2	-36	0	1	-4	34	-11	2	-1	-3
C=CCOc1nc(-c2ccncc2)nc2ccccc12	-0.2	-16	3	0	2	6	49	-10	13	-6
O=Nc1c(O)[nH]c2ccc(F)cc12	2.1	-27	-1	-6	1	37	7	1	6	7
CC1(C)Oc2ccc3ccc(=O)oc3c2/C(=C/N)C1=O	0.8	-3	10	-3	4	23	27	-8	8	-7
CCCCOc1ccc(/C(O)=C(\C#N)c2nc3ccccc3[nH]2)cc1	0.5	-38	5	0	-5	11	-34	1	-3	17
CCCS(=O)(=O)N1CCC(C(=O)NCCCOC)CC1	-0.3	6	-3	2	0	-12	1	-2	1	3
S=C(NCc1ccco1)N/N=C/c1cccnc1	0.3	0	9	-4	8	16	-6	-5	-1	-13
Cc1cccc(OCCCCn2c(CO)nc3ccccc32)c1	1.0	2	-2	3	-1	16	-25	1	-2	-7
N#CCCNS(=O)(=O)c1ccc(C(=O)OCCCOC(=O)c2ccc(S(=O)(=O)NCCC#N)cc2)cc1	0.1	-35	0	3	-3	74	-6	-3	-6	11
COc1ccc(NS(=O)(=O)c2cccc(C(=O)N3CCN(Cc4ccc5c(c4)OCO5)CC3)c2)cc1	0.8	/	3	-1	/	25	14	-2	/	4
O=C(Nc1ccccc1Cl)C(=O)c1cn(CC(=O)N2CCOCC2)c2ccccc12	4.1	-117	0	-6	-2	10	-125	-6	5	-12
CC(=O)Nc1ccc(C(=O)OCC(=O)Nc2ccccc2F)cc1	0.6	10	-3	-3	-4	35	-28	-8	-3	3
COc1ccccc1/C=C/CN1CCOCC1	-0.1	-11	-4	-6	-1	5	-8	12	4	47
Cc1ccc(C(=O)NNC(=O)C2CCN(Cc3ccccc3)CC2)cc1	-0.1	-4	4	-2	2	12	13	6	-2	-2
COc1cccc(NC(=O)CCN2CCN(C)CC2)c1	-0.5	-20	1	-2	-2	7	-6	-3	-7	-18
CCCNC(=O)c1cc(-c2ccc(Br)cc2)on1	2.9	-67	-7	7	2	15	-85	17	2	28
CC1C(=O)C(C)C(c2cc(Cl)ccc2O)NC1c1cc(Cl)ccc1O (stereo not drawn)	-1.0	-35	/	3	2	-3	28	5	10	13
O=C(COc1cc(Cl)c(Cl)cc1Cl)NC(=O)NC1CCCC1	-0.1	10	10	4	0	-1	-47	19	2	38
O=C(N/N=C/c1ccc2c(c1)OCO2)c1cccc2ccccc12	1.8	24	7	8	2	17	-109	-12	28*	-4
c1ccc(C2[C@H]3CN(Cc4cccnc4)[C@H](c4ccccc4)C34CC2(c2cccnc2)C4)cc1 (stereo partly drawn)	0.0	/	7	6	/	-1	-2	7	/	0
CN(CC(=O)Nc1ccccc1)CC(=O)Nc1ccccc1Cl	1.5	-49	0	-2	-1	13	-28	10	-2	21
COc1ccc(C(=O)CCS(=O)(=O)c2ccc(C)cc2)cc1OC	-0.4	-49	-3	-9	-2	12	4	0	4	11
COc1ccc(N(CC(=O)Nc2cccc(C)c2C)S(=O)(=O)c2c(C)n[nH]c2C)cc1	-0.1	-25	4	-4	-2	13	18	5	-10	1
CC(=O)NCc1ccc(S(=O)(=O)NC(C)CCc2ccccc2)cc1 (stereo not drawn)	0.5	-12	1	12	4	4	15	1	3	3
Cc1ccccc1OCC(O)Cn1nnc2ccccc21 (stereo not drawn)	/	-117	-2	/	-5	/	/	/	-6	/
O=C(CN1CCC(Cc2ccccc2)CC1)NC(=O)NCc1ccco1	-0.2	12	8	3	0	-33	18	-2	-3	7
CCC(C)C(=O)NCCc1ccc(S(N)(=O)=O)cc1 (stereo not drawn)	-0.7	-23	-3	1	-1	1	-13	-4	-2	-3
COc1ccc(C)cc1S(=O)(=O)N1CCOCC1	0.2	19	?	-8	-1	9	-7	-2	-4	12
Cc1cc(C)c2c(n1)sc1c(=O)[nH]c(SCc3ccccc3)nc12	-0.2	-4	-4	0	-1	19	14	-89*	-4	-91
Cc1ccc(CS(=O)Cc2ccc(C(=O)NCc3cccs3)o2)cc1 (stereo not drawn)	0.1	-28	-6	-1	-2	-10	-4	0	-5	7
O=c1[nH]cccc1-c1nc2ccccc2n1Cc1cccc(F)c1	-0.2	-5	-8	4	-1	4	-12	-3	5	23
CN(C)S(=O)(=O)c1ccc(C(=O)Nc2ccccc2C(=O)O)cc1	-0.3	-50	3	8	-3	4	10	-5	0	3
COc1cc2[nH]c(C(=O)N3CCN(c4ccccc4F)CC3)cc2c(OC)c1OC	-0.3	-6	-9	3	3	5	19	-2	3	4
COc1cc(OC)c(NC(=O)C2CC(=O)N(c3ccc4c(c3)OCCO4)C2)cc1Cl (stereo not drawn)	-0.1	/	/	16	/	11	4	-2	/	11
COC(=O)NCC(c1cccnc1)N1CCOCC1 (stereo not drawn)	0.2	-45	3	-2	-1	15	-20	2	0	7
Cc1cc(NC(=O)c2ccccc2Oc2ccccc2)no1	0.0	-21	-6	3	-1	8	-4	4	-1	-9
O=c1oc2ccccc2c(N2CCC(c3ccccc3)CC2)c1[N+](=O)[O-]	-0.3	1	3	-3	0	1	12	-4	0	-6
C=CCOc1c(Cl)cc(CNn2cn[nH]c2=S)cc1OC	0.1	-23	4	1	-2	29	31	-4	-1	0
Cc1c(C)n(C(=O)CN2CCC(C)CC2)c2ccccc12	0.1	-18	4	2	-4	10	13	8	-8	0
COCCCNC(=O)Cn1cnc2sc(C)c(S(=O)(=O)N3CC(C)CC(C)C3)c2c1=O (stereo not drawn)	-0.2	-16	-2	1	-4	29	-22	-2	-4	-13
Cc1cccc(Nc2nc(N)nc(CN3CCN(c4ccc(F)cc4)CC3)n2)c1	0.2	-15	-7	1	9	7	40	2	12	2
Cc1ccc(S(=O)(=O)N2CCOCC2)cc1NC(=O)CSc1ccccn1	-0.5	-14	-9	-3	2	21	-27	9	-6	5
Cc1cc(C(C)(C)C)ccc1OCCN1CCCC1	1.6	-5	5	2	5	-1	11	-1	5	2
Cc1ccsc1CNn1cnnc1SCc1ccc(Cl)cc1	-0.3	-8	6	0	1	-24	20	-2	-1	12
Cc1cc(N2C(=O)C(O)=C(C(=O)c3cc4ccccc4o3)C2c2cccc(Cl)c2)no1 (stereo not drawn)	-0.1	10	3	-5	6	26	-17	4	6	6
CCS(=O)(=O)N1CCCC(C(=O)NCc2cccnc2)C1 (stereo not drawn)	-1.0	-33	4	10	3	25	9	-1	4	-3

(more compounds)
Molecule	HIF activator	KLF5 inhibitor	HDAC3 inh	Platelet DG rel	HSP90 refold inh	AI-2 QS modul	aSyn UTR inh	HSF1 inhib	IEC-6 tox	HSF1 activator
CCOc1cc(C(=O)OC(C)C(=O)Nc2ccc(NC(C)=O)cc2)ccc1OCC(=O)N1CCCCC1 (stereo not drawn)	-0.5	-28	-1	1	-3	12	-3	-6	-1	1
COCCNC(=O)C(c1ccc(C)o1)N(C(=O)c1snc(C(N)=O)c1N)c1ccc(C)c(C)c1 (stereo not drawn)	1.2	10	7	12	-3	16	-8	3	2	14
CC1CCCCN1S(=O)(=O)c1ccc(N(C(=O)c2cnccn2)C(C(=O)NC2CCCCC2)c2cccs2)cc1 (stereo not drawn)	-0.2	-53	4	-2	-2	30	23	4	7	34
COc1ccccc1CCc1nnc(CCC(=O)NC(C)Cc2ccsc2)o1 (stereo not drawn)	-0.8	-16	1	3	-2	4	-17	0	-6	20
O=C(Nc1ccccc1C(=O)Nc1ccc(F)cc1)c1ccco1	-0.1	-30	-2	-2	4	5	4	-1	-1	-16
O=C(CSc1nnc(-c2ccc(C(F)(F)F)cn2)s1)c1ccc(Cl)cc1	1.5	-33	3	10	-3	13	-1	4	-5	-3
Cc1cc(=O)oc(C)c1C(=O)NCC1CCCO1 (stereo not drawn)	0.3	-34	-4	-5	2	10	-23	5	-1	-12
COc1ccc(NC(=O)C(Cl)=C(Cl)Cl)cn1	0.5	4	/	1	4	6	-54	-10	12	-15
CC(=O)Cn1nnc2sc3c(c2c1=O)CCC(C(C)(C)C)C3 (stereo not drawn)	4.5	-71	5	3	-5	11	-113	25	-2	25
CCC(C)NC(=O)[C@H]1N2C(=O)c3c(ccc(OC)c3OC)C2SC1(C)C (stereo partly drawn)	-1.2	0	?	2	7	4	-4	-19	-10	-32

Screens from PubChem.
